Screens deposited in PubChem BioAssay by The Scripps Research Institute Molecular Screening Center.
GPR151 ag – human GPR151 activation. PathHunter beta-arrestin GPR151 cells, luminescence. activation, % at 11.2 µM. 650,000 compounds, 1% hits. AID 1508602; in the data active = activation above about 4.9%;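 also: 0% = median of compound wells and 100% = cells with positive control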
Target sequence (Q8TDV0 whole entry, looked up): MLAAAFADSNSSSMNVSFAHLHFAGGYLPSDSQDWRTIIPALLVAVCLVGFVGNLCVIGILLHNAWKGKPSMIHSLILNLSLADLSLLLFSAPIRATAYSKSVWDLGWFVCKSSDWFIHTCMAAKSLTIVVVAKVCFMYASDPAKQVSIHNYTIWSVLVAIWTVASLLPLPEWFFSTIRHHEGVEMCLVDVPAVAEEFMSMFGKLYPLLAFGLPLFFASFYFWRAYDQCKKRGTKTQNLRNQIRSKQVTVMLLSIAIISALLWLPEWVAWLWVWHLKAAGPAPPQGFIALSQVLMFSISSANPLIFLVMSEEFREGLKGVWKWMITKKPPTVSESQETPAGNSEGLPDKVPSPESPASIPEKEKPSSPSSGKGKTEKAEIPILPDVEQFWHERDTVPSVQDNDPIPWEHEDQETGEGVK
TEAD-YAP inh – TEAD-YAP interaction inhibition; HEK-TIYL cells, TEAD-Gal4/YAP UAS-luciferase luminescence; inhibition, % at 9.12 µM; 640,000 compounds, 1.4% hits; in the data active = inhibition above about 32%;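 also: 0% = median of test compound wells and 100% = reference inhibitor wells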
MITF primary – human MITF inhibition, primary screen; 650,000 compounds, 0.91% hits; AlphaScreen MITF homodimerization, bead proximity signal; AID 1259374; inhibition, % at 2.6 µM; in the data active = inhibition above about 50%;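 also: 0% = vehicle wells with protein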
FBW7 activator – human FBW7 E3 ligase activation, primary screen; AlphaScreen FBW7–phospho-cyclin E peptide binding, activator screen; AID 1259310; normalized activity (activation), % at 26.1 µM; Q969H0; 650,000 compounds, 0.13% hits; in the data active = normalized activity above about 1.9%;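 also: purified mutant Fbw7 with reduced substrate affinity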
Target sequence (Q969H0 whole entry, looked up): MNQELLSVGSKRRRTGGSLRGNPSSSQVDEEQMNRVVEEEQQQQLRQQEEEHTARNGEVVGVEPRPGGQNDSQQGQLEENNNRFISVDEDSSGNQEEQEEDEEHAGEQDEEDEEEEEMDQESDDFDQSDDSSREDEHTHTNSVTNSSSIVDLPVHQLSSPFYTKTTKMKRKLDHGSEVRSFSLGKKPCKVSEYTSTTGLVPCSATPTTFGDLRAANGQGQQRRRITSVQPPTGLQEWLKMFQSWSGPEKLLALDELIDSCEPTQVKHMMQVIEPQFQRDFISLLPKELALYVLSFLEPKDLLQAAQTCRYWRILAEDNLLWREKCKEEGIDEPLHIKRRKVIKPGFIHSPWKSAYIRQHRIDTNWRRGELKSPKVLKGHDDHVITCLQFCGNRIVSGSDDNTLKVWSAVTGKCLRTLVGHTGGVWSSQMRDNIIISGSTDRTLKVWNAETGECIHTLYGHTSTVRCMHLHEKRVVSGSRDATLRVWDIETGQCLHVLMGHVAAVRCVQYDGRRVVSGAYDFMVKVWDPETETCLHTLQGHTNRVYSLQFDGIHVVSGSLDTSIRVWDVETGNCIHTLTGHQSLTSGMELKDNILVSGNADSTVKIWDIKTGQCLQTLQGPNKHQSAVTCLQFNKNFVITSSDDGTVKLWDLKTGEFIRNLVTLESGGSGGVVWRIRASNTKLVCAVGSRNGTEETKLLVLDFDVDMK
Active calls of the source: *.

SMILES | GPR151 ag | TEAD-YAP inh | MITF primary | FBW7 activator
Cc1cc2c(cc3c(=O)n(CC(=O)NCc4ccco4)ncn32)s1 | 0.3 | 2 | 45 | 0.2
O=C(CSc1ncc(-c2ccc(F)cc2)[nH]1)NC1CCCCC1 | 0.6 | 4 | 12 | 0.1
Cc1ccc(C(=O)NCCc2nnc3n2CCN(Cc2cc4ccccc4[nH]2)CC3)cc1 | 1.3 | 2 | 2 | 0.2
Cn1ncc2c(Nc3ccccc3)ncnc21 | -0.7 | -3 | 13 | -0.1
Cc1cc(C)c(NC(=O)C2CCCN(c3nccc(C)n3)C2)c(C)c1 (configuration not stated) | -0.2 | -5 | 16 | 0.0
CCOC(=O)c1c(NC(=O)CSc2nc3ccccc3o2)sc2c1CCC2 | -0.9 | 11 | 16 | 0.5
O=S(=O)(Cc1ccc(Cl)cc1)NCCN1CCOCC1 | 0.2 | -1 | 72* | 0.1
CC(=O)c1cccc(NC(=O)Cn2nc(C)cc2C(=O)N2CCOCC2)c1 | -0.5 | -2 | 4 | -0.1
Cc1cc(C)n(-c2nnc(C)n2/N=C/c2cc(Br)ccc2O)n1 | -0.3 | -11 | 9 | -0.2
COc1ccc(NS(=O)(=O)c2cccc(C(=O)N/N=C(\C)c3ccc(C#N)cc3)c2)cc1 | -0.8 | -1 | -8 | 0.1
Cc1cccc(NC(=O)C2(c3cc(-c4cccs4)on3)CC2)n1 | 1.7 | -1 | 6 | 0.1
Cc1cc(C(=O)N(Cc2ccccn2)c2nc3c(F)cc(F)cc3s2)no1 | 0.3 | -70 | -2 | -0.1
Cc1cc(C)c(NC(=S)N(CCCN2CCCCCC2)Cc2ccco2)c(C)c1 | 0.1 | -2 | -7 | -0.1
COc1cccc(NC(=O)CSc2nc3ccsc3c(=O)n2Cc2ccccc2Cl)c1 | 2.0 | -2 | 2 | 0.2
CC(CC(=O)C1C(C)C=CCC1(C)C)NNC(=O)c1ccncc1 (configuration not stated) | 0.4 | 11 | 14 | 0.0
CCOC(=O)N1CCN(C(=O)c2ccc(I)cc2)CC1 | -0.3 | -4 | 15 | -0.1
COCC(C)N1CC(O)=C(c2nc3ccccc3[nH]2)C1=N (configuration not stated) | -1.3 | -17 | 3 | 0.1
O=C(NCc1cccnc1)c1ccc2c(c1)ncn2-c1ccc(OCc2ccccc2)cc1 | 2.0 | 8 | -4 | -0.1
Cc1cc(-n2c(SCc3ccccc3)nnc2-c2cccnc2)ccc1Cl | -0.6 | -2 | 9 | 0.0
CCOC(=O)c1[nH]c(C)c(CNc2ccccc2)c1C | -0.9 | 2 | 60* | -0.1
CC(NC(=O)C(c1ccccc1)C1CCCC1)c1nc(-c2cccnc2)n[nH]1 (configuration not stated) | -0.1 | 1 | 3 | -0.1
Cc1ccc(-n2c(-c3ccccc3)cn3c4c(=O)n(C)c(=O)n(C)c4nc23)cc1Br | -0.3 | 5 | 7 | 0.4
CCN(c1cccc(C)c1)S(=O)(=O)c1ccc(F)c(C(=O)Nc2cccc(Cl)c2C)c1 | -7.9 | 0 | 12 | 0.8
O=C(COc1ccccc1)Nc1ccc(Oc2ccc3c(c2)C(=O)NC3=O)cc1 | -0.6 | 51* | 8 | 0.3
Fc1nc(F)c(F)c(C2(Cc3ccccc3)c3ccccc3-c3ccccc32)c1F | -0.6 | -3 | -17 | -0.1

Next part.
SMILES | GPR151 ag | TEAD-YAP inh | MITF primary | FBW7 activator
N#C/C(=C/Nc1ccccc1[N+](=O)[O-])c1nc(-c2ccc3c(c2)OCO3)cs1 | 3.7 | -2 | 4 | 0.1
COC(=O)c1ccc(/C=N\NC(=O)C(=O)NCc2ccc3c(c2)OCO3)cc1 | -1.5 | -1 | -2 | -0.1
O=C(Cc1ccc(F)cc1)Nc1cc(=O)[nH]c(=O)[nH]1 | -0.6 | 0 | 5 | -0.1
O=C(COC(=O)Cn1nnc2ccccc21)Nc1ccc([N+](=O)[O-])cc1C(F)(F)F | 2.5 | -3 | 4 | 0.0
COCCNC(=O)c1ccc(CNS(=O)(=O)c2ccc(F)cc2)cc1 | -0.3 | 7 | 7 | -0.1
CC(C)Cn1cc(F)c(=O)[nH]c1=O | 0.5 | 4 | 11 | 0.0
Cc1ccc2oc(=O)c3cnn(CC(=O)Nc4cccnc4Cl)c3c2c1 | 0.4 | 1 | 7 | 0.9
O=S(=O)(c1ccc(NCCOCCO)nc1)N1CCCC1 | 0.6 | 3 | -2 | 0.0
COc1ccc(-c2noc(CN(C)C3CCOCC3)n2)cc1 | 0.8 | -23 | -9 | -0.1
COc1ccc(NC(=O)C(C)NS(=O)(=O)c2ccc(C)cc2)cc1OC (configuration not stated) | 13* | 1 | 21 | 0.0
OCCSc1nnnn1-c1ccccc1 | 2.0 | 15 | -42 | 0.0
Cc1ccc(-n2nnnc2CN2CCN(S(=O)(=O)c3ccc(F)cc3F)CC2)cc1 | -0.2 | 1 | -11 | 0.5
COc1ccccc1CNS(=O)(=O)c1ccc(F)c(C(=O)Nc2ccc(Br)cc2)c1 | -0.3 | 10 | 19 | 0.7
CCCCCNC(=O)c1c[nH]c2ccc(S(=O)(=O)N(CC)c3ccccc3)cc2c1=O | 0.7 | -1 | 7 | 0.8
CSCCC(NC(=O)c1cccc(C)c1)C(=O)O (configuration not stated) | 2.8 | 2 | 9 | 0.0
c1cncc(-c2ncc(-c3ccncc3)c(-c3cccnc3)n2)c1 | 4.9 | 4 | -7 | -0.3
Cc1ccc(CN2CCN3C(=O)[C@@H](C)NC(=O)[C@H]3C2)s1 | 0.1 | -2 | 8 | 0.8
Cc1cc(C(C)(C)C)ccc1NC(=O)CC(C)(C)CC(=O)O | 0.2 | -25 | 4 | 0.0
COc1ccc(-c2cnnc(NCCCN3CCCCC3CO)n2)cc1 (configuration not stated) | -0.9 | -9 | 5 | 0.7
Cc1ccc(CN2CCC3(CCC(CNC(=O)c4ccccc4)O3)CC2)cc1C (configuration not stated) | 0.7 | -3 | -4 | -0.2
C#CCOc1ccc(/C=C2\NC(=O)N(Cc3ccc(Cl)cc3)C2=O)cc1OC | -0.2 | -5 | -6 | 0.0
Oc1ccc(-c2csc3nc(-c4ccccc4)nn23)c(O)c1 | -1.5 | 34* | 14 | 0.2
COc1ccc(S(=O)(=O)N(CC(=O)Nc2ccc(S(=O)(=O)N3CCCCC3)cc2)c2ccc(C)cc2)cc1 | 1.7 | 3 | -8 | 0.0
Cc1cc(N(CC(=O)NC2CCCCC2)S(C)(=O)=O)ccc1Br | 8.1* | 7 | -9 | -0.1
CCN(CC)C(=O)C1CCCN(c2nc(NCc3cccnc3)c3ncn(-c4ccsc4)c3n2)C1 (configuration not stated) | 6.6* | 37* | -4 | -0.4

Remaining list, next part
SMILES | GPR151 ag | TEAD-YAP inh | MITF primary | FBW7 activator
COc1ccccc1Nc1n[nH]c(C)c1[N+](=O)[O-] | 0.7 | -5 | 9 | 0.0
COn1c2c(c3c4no[n+]([O-])c4ccc31)CCCC2 | -0.8 | -5 | -1 | -0.1
CC(C)CC(=O)NC(=S)Nc1ccccc1C#N | -1.5 | -1 | 17 | -0.1
CCCC(=O)Nc1sc2c(c1C#N)CC(C)(C)OC2 | 2.3 | -31 | 0 | -0.1
O=C1/C(=C/c2cccnc2)SC(=NCc2ccccc2)N1Cc1ccccc1 | 0.8 | -13 | -1 | -0.1
O=C(Nc1ccc(C(=O)OC2CCCCC2)cc1)c1ccc(Cl)c(Cl)c1 | -0.2 | -30 | 4 | 0.0
O=C(CSc1nnc(-c2ccccc2)n1-n1cccc1)Nc1ccccc1F | -1.3 | 13 | 2 | 0.0
CC(=O)c1ccc(N2CN=c3s/c(=C4\C(=O)Nc5c(C)cc(C)cc54)c(=O)n3C2)cc1 | -0.6 | 4 | 10 | 0.1
O=[N+]([O-])c1c(NCCO)cc(Nc2ccc(F)cc2)c2nonc12 | -0.2 | 7 | -13 | 0.0
COc1ccc(OC)c(N(CC(=O)Nc2cc(Cl)ccc2OC)S(C)(=O)=O)c1 | 1.9 | 2 | -3 | 0.1
CCN(CC)C(=O)C(=O)Nc1cccc(C(F)(F)F)c1 | 0.4 | -11 | -15 | -0.1
CCc1c(C)c2ccc(OCC(C)=O)c(I)c2oc1=O | 0.1 | -14 | 9 | 0.0
CC(c1ccccc1F)n1cc(C(=O)NCCCc2nc3ccccc3[nH]2)nn1 (configuration not stated) | 0.8 | 8 | 2 | 0.2
COCCNC(=O)c1cc2cc3ccc(OC)cc3nc2o1 | -3.7 | -39 | 7 | 0.1
O=C(CCc1nnc2n(Cc3ccccc3)c(=O)c3ccccc3n12)Nc1ccc(F)cc1 | -0.6 | 8 | 9 | -0.1
O=c1cc(-c2ccc(O)cc2)[nH]c(=S)[nH]1 | -0.6 | 16 | 12 | 0.4
CCOc1cc(C(=O)NCCc2ccc3c(c2)CCCN3C)cc(OCC)c1OCC | 0.1 | 9 | 11 | 0.0
CC(CCn1cccn1)NCc1c(C(=O)N2CCCCC2)nc2sccn12 (configuration not stated) | -0.6 | 6 | 10 | 0.1
CCCOc1ccc(/C=C2\SC(=S)N(C)C2=O)cc1 | 0.3 | 7 | 17 | 0.5
O=C(CCS(=O)(=O)c1ccc(Cl)cc1)Oc1ccc2c(c1)OCO2 | 0.4 | 1 | 10 | 0.0
CCOc1cc([N+](=O)[O-])cc(/C=N/NC(=O)c2cc(C(C)(C)C)[nH]n2)c1O | 0.5 | 25 | 66* | -0.1
Nc1c(C(=O)C2CC2)sc2nc3c(cc12)CCC3 | -0.3 | -64 | -1 | 0.1
COc1ccc(OC)c(NC(=O)COc2ccc(Br)cc2)c1 | -1.0 | 2 | -1 | 0.0
CCOP(=O)(CNC(=O)COc1ccc(Cl)cc1Cl)OCC | 1.7 | -1 | 0 | -0.1
CCOC(=O)c1c(N)c(C#N)c(C)n1-c1ccc(Cl)cc1 | 0.4 | -5 | -7 | 0.6

Whole records, quoted from the list. Screens in order: GPR151 ag, TEAD-YAP inh, MITF primary, FBW7 activator
O=C1/C(=C/c2cccnc2)SC(=NCc2ccccc2)N1Cc1ccccc1 in the list: 0.8, -13, -1, -0.1
O=C(CSc1nnc(-c2ccccc2)n1-n1cccc1)Nc1ccccc1F in the list: -1.3, 13, 2, 0.0
CCOc1cc([N+](=O)[O-])cc(/C=N/NC(=O)c2cc(C(C)(C)C)[nH]n2)c1O in the list: 0.5, 25, 66*, -0.1
CCOC(=O)c1c(N)c(C#N)c(C)n1-c1ccc(Cl)cc1 in the list: 0.4, -5, -7, 0.6
Nc1c(C(=O)C2CC2)sc2nc3c(cc12)CCC3 in the list: -0.3, -64, -1, 0.1

Remaining list, next part
SMILES | GPR151 ag | TEAD-YAP inh | MITF primary | FBW7 activator
COc1cc2c(C(=O)NC3CCCC(C)C3C)cn(CC(C)C)c(=O)c2cc1OC (configuration not stated) | 0.2 | -4 | 0 | 0.0
CCCCn1c(SCCC(C)C)nc2c1c(=O)[nH]c(=O)n2C | 0.2 | -7 | 13 | -0.1
CCOC(=O)C1=C(C)N=c2s/c(=C\c3ccc(-c4cc(Cl)ccc4C)o3)c(=O)n2C1c1ccccc1 (configuration not stated) | 0.2 | 5 | 8 | 0.2
COC(=O)c1ccc(CSc2ccc(-c3ccco3)nn2)cc1 | 3.2 | 2 | -2 | -0.3
COc1cc(-c2nc3ccc(C(=O)NCCc4ccc(Cl)cc4)cc3nc2-c2cc(OC)c(OC)c(OC)c2)cc(OC)c1OC | -0.4 | -2 | 3 | 0.0
Cc1ccc(S(=O)(=O)CCC(=O)OCC(=O)c2ccc3c(c2)OCCO3)cc1 | 2.6 | 0 | -1 | 0.0
CN(C)C(=S)NC(=O)C12CC3CC(C)(CC(C)(C3)C1)C2 | 0.9 | -4 | 1 | 0.1
C/C(=N\NC(=O)c1ccco1)c1cccc(Br)c1 | -1.8 | -38 | 17 | -0.1
O=C(O)C1CCN(S(=O)(=O)c2ccc3c(c2)OCCCO3)CC1 | 0.6 | -5 | -5 | 0.0
C=CCNC(=S)NNC(=O)C1(C)CC1(Br)Br (configuration not stated) | 2.1 | 1 | -5 | 0.6
CC(=O)Nc1c(C(=O)NCc2ccccc2)nnn1-c1ccccc1 | 0.9 | 10 | -5 | 0.0
CN1CCCC(Oc2cc(-c3cn[nH]c3)ccc2NC(=O)C2COc3ccccc3O2)C1 (configuration not stated) | 2.1 | -11 | -5 | 0.0
Cc1ccc(-n2ncc3c(N4CCCC(C)C4)ncnc32)c(C)c1 (configuration not stated) | 1.4 | -71 | 9 | 0.4
N#C/C(=C\c1ccccc1)c1nn(CCO)c(N)c1C#N | 1.8 | -17 | 16 | 0.2
O=C(N/N=C1/SCC(=O)N1Cc1ccco1)c1ccccc1F | 0.4 | 3 | 4 | -0.1
O=c1cc(N2CCOCC2)[nH]n1-c1ccc([N+](=O)[O-])cc1 | -1.8 | -5 | 1 | -0.4
Cc1occc1C(=O)Nc1ccc([N+](=O)[O-])c(NC(=O)c2ccoc2C)c1 | -1.6 | -2 | 19 | -0.1
O=C(Nc1ccc(-c2cn3ccccc3n2)cc1)c1ccc(Br)cc1 | -1.5 | -5 | 20 | 0.1

A different layout for part of the listing above.
Screens in order – GPR151 ag, TEAD-YAP inh, MITF primary, FBW7 activator
Cc1occc1C(=O)Nc1ccc([N+](=O)[O-])c(NC(=O)c2ccoc2C)c1
    -1.6, -2, 19, -0.1
COc1cc(-c2nc3ccc(C(=O)NCCc4ccc(Cl)cc4)cc3nc2-c2cc(OC)c(OC)c(OC)c2)cc(OC)c1OC
    -0.4, -2, 3, 0.0
CC(=O)Nc1c(C(=O)NCc2ccccc2)nnn1-c1ccccc1
    0.9, 10, -5, 0.0
COc1cc2c(C(=O)NC3CCCC(C)C3C)cn(CC(C)C)c(=O)c2cc1OC (configuration not stated)
    0.2, -4, 0, 0.0
